High-throughput results as filed in PubChem.
Menin MLL FP TR = inhibitors of human menin-MLL interaction, mutant MLL peptide; O00255; Menin + Texas Red MLL mutant peptide, fluorescence polarization; Potency, µM (top dose mostly 61.6 µM), for the others: at the top dose FP activity change, negative = inhibition, most hits filed as inhibitors; 270,000 compounds, 0.23% hits; AID 1768; active means well fitted inhibition curve with a large enough effect in the polarisation, with a control signal flat, not every such curve was filed as active; inconclusive means small, poorly fitted or top-dose-only effect, or effect the other way, or a change in a side signal; inactive means no such curve, though single readings can be large or run the other way; the % refers to the polarisation; further: potency means the concentration at half of the fitted maximal effect; % of control where 0% means no effect; many of its hits are not listed in these tables
PKM2 activator = increases activity of human pyruvate kinase M2 | purified PKM2, Kinase-Glo ATP luminescence, activation; response scale: 0% is enzyme alone, no compound | AID 1631 | Potency, µM (series often up to 57.5 µM), without a hit: top-dose activation, actives largely listed as activators | P14618 | 260,000 compounds, 0.34% hits; further: potency means the concentration at half of the fitted maximal effect; on the % scale 0 is the no-effect control and ±100 the full control effect; nearly all actives have a fitted effect of over 55% in size
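hPK-M2, >95% pure; 0.1 mM ADP / 0.5 mM PEP final; imidazole pH7.2 buffer w/ 7 mM MgCl2, 50 mM KCl; 1 h RT; Kinase-Glo lum. Intermediate enzyme activity for dual inhibitor/activator qHTS.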
RORgamma inh = ROR gamma (mouse) transcription inhibition; P51450; Potency, µM (titrated, usually from 53.6 µM), for the others: at the highest dose activity change, negative = inhibition, usual class: inhibitors; 310,000 compounds, 5.4% hits; Drosophila S2 Gal4-RORgamma UAS-luciferase reporter, 20 h; further: potency means the concentration at half of the fitted maximal effect; on the % scale 0 is the no-effect control and ±100 the full control effect; nearly all actives have a fitted effect of over 60% in size
Target sequence (P51450 whole entry, looked up, the tested form may be a part): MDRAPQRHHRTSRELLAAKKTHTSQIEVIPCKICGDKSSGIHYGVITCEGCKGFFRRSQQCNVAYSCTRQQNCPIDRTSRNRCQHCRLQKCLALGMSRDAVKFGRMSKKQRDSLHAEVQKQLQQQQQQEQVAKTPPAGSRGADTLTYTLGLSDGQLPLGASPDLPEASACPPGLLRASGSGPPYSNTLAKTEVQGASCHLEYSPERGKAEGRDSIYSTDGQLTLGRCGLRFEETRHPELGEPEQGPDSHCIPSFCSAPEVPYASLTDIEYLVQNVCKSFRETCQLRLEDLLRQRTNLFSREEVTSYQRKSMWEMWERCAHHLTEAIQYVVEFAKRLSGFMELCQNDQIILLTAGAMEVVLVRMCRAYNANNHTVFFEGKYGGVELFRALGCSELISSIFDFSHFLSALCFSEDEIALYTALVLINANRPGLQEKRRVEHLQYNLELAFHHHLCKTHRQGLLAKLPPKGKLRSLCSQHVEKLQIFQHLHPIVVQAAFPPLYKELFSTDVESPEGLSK
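In this cell-based reporter format, copper sulfate (700 uM final) drives Gal4–ROR gamma fusion expression from a metallothionein promoter in Drosophila Schneider cells; compounds preincubated 1 hr, reporter read after 20 hr at ambient temperature.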
FLuc modulator = firefly luciferase modulation, counter-screen for miR-21 project | purified FLuc, Km substrates, luminescence inhibition | Potency, µM (highest dose often 57.5 µM), for inactives: top-dose activity change, negative = inhibition, hits mostly inhibitors | P08659 | AID 588342 | 360,000 compounds, 6.9% hits;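 further: potency means the concentration at half of the fitted maximal effect; plate controls were vehicle for no effect and reference inhibitor for full effect; nearly all actives have a fitted effect of over 55% in size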
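Purified P. pyralis luciferase, 10 nM final, with Km-level 10 uM D-luciferin and 10 uM ATP in 50 mM Tris acetate pH 7.5, 10 mM Mg acetate, 0.01% Tween-20, 0.05% BSA; 6-point qHTS titration about 60 µM downward; luminescence read.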
Mito fusion yeast = mitochondrial division inhibition or fusion activation | S. cerevisiae fusion-defective mutant growth rescue, CellTiterGlo 48 h | Potency, µM (titrated, usually from 46.1 µM), without a hit: top-dose growth rescue (activation), usual class: activators | 320,000 compounds, 0.23% hits | AID 485298;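 further: potency means the concentration at half of the fitted maximal effect; % of control where 0% means no effect; nearly all actives have a fitted effect of over 45% in size; temperature-sensitive fusion mutants such as fzo1-1 at 37 °C on non-fermentable ethanol glycerol medium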
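Yeast fusion mutant, YPEG (non-fermentable carbon), compound, 48 h at 37C non-permissive; CellTiterGlo added, 10 min RT, luminescence read. Rescued growth = division inhibition.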
Rab9 prom act = activators of Rab9 promoter; Potency, µM (doses to about 9.22 µM), for the others: at the highest dose activation, negative = inhibition, hits mostly activators; 320,000 compounds, 2.8% hits; Huh7 Rab9 promoter-luciferase reporter, luminescence, 24 h; AID 485297; further: potency means the concentration at half of the fitted maximal effect; % of control where 0% means no effect; nearly all actives have a fitted effect of over 60% in size
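Cells were plated at 1500 per well in reduced-serum medium with 10% FBS and left 2 h. Compound in DMSO was then added for 24 h at 37 °C. Reporter signal was read by luminescence after 10 min with luciferase detection reagent.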
MBNL1 CUG block = blocks human MBNL1 binding to CUG repeat RNA; TR-FRET MBNL1-His/biotin-(CUG)12 binding, 665/545 ratio; Q9NR56; Potency, µM (series often up to 57.5 µM), without a hit: at the highest dose activity change, negative = inhibition, usual class: inhibitors; 280,000 compounds, 0.036% hits; active means well fitted inhibition curve with a large enough effect in the signal ratio, with a control signal flat, not every such curve was filed as active; inconclusive means small, poorly fitted or top-dose-only effect, or effect the other way, or a change in a side signal; inactive means no such curve, though single readings can be large or run the other way; the % refers to the signal ratio; further: potency means the concentration at half of the fitted maximal effect; on the % scale 0 is the no-effect control and ±100 the full control effect
Target sequence (Q9NR56 whole entry, looked up): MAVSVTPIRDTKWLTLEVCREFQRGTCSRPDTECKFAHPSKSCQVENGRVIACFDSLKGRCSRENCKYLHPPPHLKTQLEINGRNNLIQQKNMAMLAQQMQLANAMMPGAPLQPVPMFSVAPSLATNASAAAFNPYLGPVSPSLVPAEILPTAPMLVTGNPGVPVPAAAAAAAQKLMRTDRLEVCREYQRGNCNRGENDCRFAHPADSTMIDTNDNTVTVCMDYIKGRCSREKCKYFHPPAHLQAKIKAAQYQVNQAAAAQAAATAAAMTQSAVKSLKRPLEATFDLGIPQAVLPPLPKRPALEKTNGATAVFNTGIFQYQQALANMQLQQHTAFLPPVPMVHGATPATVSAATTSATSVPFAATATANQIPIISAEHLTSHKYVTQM
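Inhibition of protein-RNA binding appears as loss of TR-FRET between terbium anti-His antibody on MBNL1-His and streptavidin-XL665 on biotin-(CUG)12. Activity is normalized to buffer-only and uninhibited-complex controls.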
ELG1 DNA repair = blocks ELG1-dependent DNA repair in HEK293T cells. 330,000 compounds, 2.3% hits. Potency, µM (doses to about 46.1 µM), for inactives: at the top dose activity change, negative = inhibition, usual class: inhibitors. HEK293T ELG1-luciferase reporter, luminescence, 16 h; DNA damage induced by 5-fluorouridine. AID 504467; further: potency means the concentration at half of the fitted maximal effect; on the % scale 0 is the no-effect control and ±100 the full control effect; nearly all actives have a fitted effect of over 55% in size
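Reporter activity after DNA damage by 5-fluorouridine is monitored. Compound-treated cells incubate 16 hr at 37 °C, then ONE-Glo is added for 30 min before luminescence reading.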
KCNH2 3.1 inh = inhibitors of human KCNH2 3.1 potassium channel isoform | U2OS KCNH2 3.1, thallium flux FluxOr; stronger effect = lower value | activity change, % (tested at about 1.8 µM) | 340,000 compounds, 0.95% hits;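 active means maximum activity change below -70%; inconclusive means maximum activity change from -70% to -50%; inactive means maximum activity change above -50%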;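 further: thallium influx rate constant from kinetic fluorescence after stimulation buffer; on the % scale 0 is the no-effect control and ±100 the full control effect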
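U2OS cells transduced with KCNH2 3.1 mutant virus (1.77 x 10^8 /mL, 4 h), plated overnight at 37 C, loaded 45 min with FluxOr dye plus Red40 quencher. Thallium flux rate constant from kinetic reads after stimulation buffer, normalised to controls.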
Gal4-VP16 FLuc = Gal4-VP16 reporter inhibition counter-screen. AID 2546. Potency, µM (highest dose often 53.6 µM), for the others: top-dose activity, negative = inhibition, most hits filed as inhibitors. 310,000 compounds, 3.5% hits. Drosophila S2 Gal4-VP16 UAS-luciferase, luminescence, 20 h;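 further: Gal4-VP16 expression switched on by copper sulfate through the metallothionein promoter; potency means the concentration at half of the fitted maximal effect; on the % scale 0 is the no-effect control and ±100 the full control effect; nearly all actives have a fitted effect of over 50% in size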
NPC1 prom act = activators of NPC1 promoter; Huh7 NPC1 promoter luciferase reporter, 24 h; Potency, µM (highest dose often 9.22 µM), for inactives: at the highest dose activation, most hits filed as activators; 320,000 compounds, 2.4% hits; AID 485313;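 further: potency means the concentration at half of the fitted maximal effect; % of control where 0% means no effect; nearly all actives have a fitted effect of over 60% in size; reporter is driven by a mutant NPC1 promoter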
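Readout is luciferase luminescence, reflecting NPC1 promoter activation in stably transfected Huh7 cells after 24 h compound exposure at 37 °C in reduced-serum medium with 10% FBS.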
Active calls of the source: *; ? = inconclusive; nt = no result given; [ ] = dose if it differs, or a comment. Unless noted, the call rests on the fitted dose curve; in most records, active means well fitted curve in the direction sought with a large enough effect; inconclusive means small, poorly fitted or top-dose-only effect, or another doubt; inactive means no such curve, though single readings can be large; an effect the other way counts as inactive or inconclusive. An excerpt (hit frequency here may not be typical).

SMILES	Menin MLL FP TR	PKM2 activator	RORgamma inh	FLuc modulator	Mito fusion yeast	Rab9 prom act	MBNL1 CUG block	ELG1 DNA repair	KCNH2 3.1 inh	Gal4-VP16 FLuc	NPC1 prom act
Cc1ccc(C(=O)CCNc2ccc(F)c(Cl)c2)o1	0%	1%	22%	-6%	1%	-1%	4%	22%	-12	6%	-3%
C=CCNc1nc(Cl)nc(Nc2cc(Cl)ccc2OC)n1	-1%	-3%[11.5 µM]	?	0%	2%	5%	6%	-8%	5	?	-2%
CCC1CCCCN1CCCNC(=O)C1CCN(S(=O)(=O)N2CCC3(CC2)OCCO3)CC1 (stereo not given)	-3%	1%	-18%	-2%	-5%	-1%	-3%	10%	12	-3%	-2%
CCOc1ccc(CN2CCC(n3nccc3NC(=O)CCCc3ccccc3)CC2)cc1	nt	nt	13%	1%	-54%[inhibitor]	-8%	0%	?	4	-1%	-2%
CC[C@@H](C)[C@H](NC(=O)OCc1ccccc1)c1nnc([C@@H](NC(=O)OCc2ccccc2)[C@@H](C)CC)o1	nt	1%	-19%	-1%	31%	-7%	-7%	-7%	-86*	-18%	-6%
CCOc1cc2[nH]c(=S)n(Cc3ccc(C(=O)NCC(OC)OC)cc3)c(=O)c2cc1OCC	7%	-1%	3%	3%	-3%	-2%	7%	2%	-2	-4%	-2%
COc1cc(C(Nc2ccc(S(=O)(=O)NCC3CCCO3)cc2)C(=O)NC(C)(C)C)cc(OC)c1OC (stereo not given)	nt	1%	-4%	3%	-1%	2%	3%	6%	1	-2%	-1%
COc1c2c(nc3occc13)C(CC=C(C)C)(OC)C(O)CC2 (stereo not given)	-22%	-2%	-28%	0%	-1%	-3%	9%	-11%	8	-1%	-2%
Cc1cc2cc(C#N)c(NCCNC(=S)NCCCN3CCOCC3)nc2cc1C	?	-2%	-42%	4%	0%	-1%	?	-15%	6	-4%	-1%
O=S(=O)(NC1CC1)c1ccc(S(=O)(=O)N2CCC3(CC2)OCCO3)cc1	6%	?	9%	1%	5%	-6%	-4%	3%	-6	0%	-4%
Cc1nn(C(=O)c2ccco2)c(C)c1CN1C(=O)c2ccccc2C1=O	2%	-9%	18%	2%	-7%	-2%	7%	-1%	6	12%	-1%
S=C(c1cn(Cc2ccccc2)c2ccccc12)N1CCOCC1	8%	8%	11µM*	0%	2%	?	-5%	-11%	5	-15%	-7%
Cc1cc(-c2cc(-c3ccccc3)on2)nc(NCC2CC2)n1	nt	-2%	-24%	?	-18%	14%	12%	21%	-10	9%	22%
CCN(c1ccccc1)S(=O)(=O)c1ccc(C(=O)N(C)CCc2ccc(OC)c(OC)c2)cc1	-10%	3%	12%	3%	21%	3%	-11%	?	22	-12%	2%
CCOC(=O)C1(Cc2ccccc2C)CCCN(C(=O)c2ccc(OC)o2)C1 (stereo not given)	-29%	-3%	-35%	-2%	14%	0%	1%	7%	1	-18%	1%
CCOC(=S)N/C(=N\S(C)(=O)=O)c1ccccc1	nt	2%	-30%	-19%	0%	-3%	-6%	0%	4	-3%	1%
COc1cc(/C=N\NC(=O)c2ccc(C)nc2)ccc1OC(=O)c1cccc(F)c1	?	8%	-12%	-2%	-5%	-1%	1%	-4%	2	2%	-3%
O=C(Nc1cccc(-c2csc(Nc3ccccc3)n2)c1)c1cc([N+](=O)[O-])cc(C(F)(F)F)c1	?	6%	?	?	-1%	2%	5%	-14%	-20	1%	0%
CC(=O)N1CCN(C(=S)c2cccc([N+](=O)[O-])c2)CC1	1%	-6%	-1%	5%	-6%	-3%	?	8%	-9	3%	-1%
Cc1ccc(O)c(NC(=O)c2cc(-c3ccco3)on2)c1	?	-1%	-8%	6µM*	14%	-7%	-3%	?	0	5%	-1%
CC(C)N(C(=O)C1CC(=O)OC12CCCCC2)C(C)C (stereo not given)	-3%	-5%	4%	-1%	-6%	-4%	-14%	2%	0	4%	1%
COc1ccc2cc(CCNC(=O)C(C)C)c(=O)[nH]c2c1	19%	-8%	32%	2%	-2%	11%	0%	?	13	12%	9%
Cc1ccc(C)c(OCCCC(=O)O)c1	-6%	-12%	-4%	0%	1%	0%	-8%	21%	-38	0%	1%
CN(C(=O)/C(N=Nc1cccc(C(F)(F)F)c1)=C(\O)C(F)(F)F)c1ccccc1	5%	0%	?	-1%	27%	2%	-3%	?	12	11%[0.365 µM]	1%
N#Cc1ccccc1OCC(=O)Nc1cccc(S(=O)(=O)N2CCCCCC2)c1	nt	nt	nt	-14%	21%	-7%	nt	18µM*	-9	nt	-2%
Cc1ccc(C(=O)N2CCCCC2)cc1S(=O)(=O)N1CCOCC1	-15%	-5%	11%	1%	1%	6%	-3%	19%	-7	-2%	-1%
CC(C)(C)NC(=O)C(c1ccccn1)N(C(=O)C1CSC(=O)C1)c1ccccc1F (stereo not given)	1%	3%	3%	0%	-6%	-2%	1%	8%	12	-4%	-3%
Cc1csc(NC(=O)c2cccnc2)n1	-7%	-1%	21%	-11%	1%	2%	-5%	?	-37	26%	-2%
COCc1nnc(NC(=O)CC(C)c2ccccc2)s1 (stereo not given)	5%	-7%	40%	2%	-2%	-1%	9%	2%	-2	16%	9%
OCCNc1ncnc2c1cnn2Cc1ccccc1	3%	nt	3%	-2%	-2%	-4%	11%	-1%	2	5%	1%
CCC(C)NC(=O)CSc1ncccc1C(=O)O (stereo not given)	1%	-5%	8%	1%	0%	-4%	-3%	-2%	7	-1%	-5%
CCOC(=O)c1c(S(=O)(=O)N2CCC(C)CC2)c(C)n(C)c1C	-13%	nt	-8%	-2%	-6%	-6%	-4%	0%	18	0%	-6%
Cc1ccccc1CN1C[C@@H]2C[C@@H](c3cn(C)nc3-c3ccccc3)N3CCC[C@@]23C1=O	?	5.6µM*	?	?	8%	-9%	12%	-5%	-19	?	-2%
CCC(=O)c1cc(F)ccc1OCC(=O)N1CCN(c2ccc(F)cc2)CC1	-6%	9%	?	6%	-4%	-3%	-2%	?	-15	-17%	-4%
Cn1cnc(C(F)(F)F)c1-c1ccc([N+](=O)[O-])cc1	15%	-2%	1%	0%	5%	-1%	?	7%	-3	-8%	-2%
Cc1nc2cc3nc(C(F)(F)F)[nH]c3cc2[nH]1	-11%	1%	1%	?	-3%	9%	0%	15%	18	-6%	7%
CCN(CC(=O)Nc1ccc(NC(C)=O)cc1)C(=O)/C=C/c1ccccc1	nt	nt	nt	-1%	4%	-3%	nt	-1%	2	nt	0%
N#Cc1ccc(NC(=O)CN2C(=O)NC3(CCCC3)C2=O)cc1	-6%	0%	-19%	-2%	14%	-3%	3%	-1%	-7	2%	-12%
Cc1ccnc(NC(=O)/C=C/c2cccs2)c1	24%	8%	8.9µM*	3µM*	1%	0.63µM*	19%	?	8	13µM*	0.63µM*
CC(C)Oc1cccc(C(=O)Nc2ccc(N3CCN(C)CC3)cc2)c1	-5%	3%	17%[1.91 µM]	?	14%	7%	-8%	?	-9	4%	18%
O=C(NCc1ccccc1)C1CCC(=O)N(CCCN2CCCC2=O)C1 (stereo not given)	15%	-2%	10%	0%	-4%	-2%	-2%	?	11	-14%	1%

Sorted by molar mass (rising): some entries from above.
SMILES	Menin MLL FP TR	PKM2 activator	RORgamma inh	FLuc modulator	Mito fusion yeast	Rab9 prom act	MBNL1 CUG block	ELG1 DNA repair	KCNH2 3.1 inh	Gal4-VP16 FLuc	NPC1 prom act
COCc1nnc(NC(=O)CC(C)c2ccccc2)s1 (stereo not given)	5%	-7%	40%	2%	-2%	-1%	9%	2%	-2	16%	9%
CCOC(=O)c1c(S(=O)(=O)N2CCC(C)CC2)c(C)n(C)c1C	-13%	nt	-8%	-2%	-6%	-6%	-4%	0%	18	0%	-6%
CCC(=O)c1cc(F)ccc1OCC(=O)N1CCN(c2ccc(F)cc2)CC1	-6%	9%	?	6%	-4%	-3%	-2%	?	-15	-17%	-4%
